Screening data from PubChem.
HepG2 tox: counter-screen for TGF-b inhibitors: cytotoxicity in HepG2 cells; HepG2 CAGA-GFP viability, ATP luminescence, 18 h; Potency, µM (highest dose often 46.1 µM), without a hit: top-dose activity change, negative = cytotoxicity, usual class: cytotoxic; 0.76% of 410,000 active; also: potency is read from the fitted curve at half-maximal effect; some results filed as inactive show a strong effect at the top dose
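CellTiter-Glo luminescence gave cytotoxicity after 18 hours at 37 degrees C. The cells were HepG2 CAGA-GFP in 1% FBS DMEM, stimulated with 500 pg/mL TGF-beta after compound addition. %Activity was normalised to no-cell wells (complete cell-killing) and DMSO (no toxicity), and curves were fitted and classified.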
Nrf2 activator: activates Nrf2 signaling; AREc32 ARE-luciferase reporter (MCF7-derived line), luminescence, 24 h; Potency, µM (highest dose often 46.1 µM), inactives show at the top dose activation, most hits filed as activators; 0.31% of 410,000 active; AID 624171; also: potency is read from the fitted curve at half-maximal effect; % of control where 0% means no effect; nearly all actives have a fitted effect of over 65% in size
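Reporter line AREc32 (ARE-Fluc), seeded overnight in OPTI-MEM with 5% FBS; compound pin-transferred, 24 hr at 37 deg C, 5% CO2; luminescent read-out.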
Mm-Cpn inhibitor: inhibitors of Methanococcus maripaludis chaperonin (MmCpn); AID 504842; purified Mm-Cpn ATPase, ADP Transcreener TR-FRET; 0.031% of 330,000 active; Potency, µM (titrated, usually from 76.9 µM), for the others: top-dose activity, negative = inhibition, hits mostly inhibitors; also: potency is read from the fitted curve at half-maximal effect; % is scaled to controls: 0 for no effect and ±100 for the full control effect; nearly all actives have a fitted effect of over 80% in size
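Quantitative HTS used 25 nM Mm-CPN and 10 uM ATP in magnesium/KCl Tris buffer, pH 7.4, with 1 mM DTT. Hydrolysis ran 30 min at 37°C; ADP was read by HTRF.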
A549 viability: A549 cytotoxicity, counter-screen for Nrf2 inhibitors; A549 ARE-Fluc cells, CellTiter-Fluor viability, 18-24 h; Potency, µM (titrated, usually from 46 µM), for the others: at the highest dose activity change, negative = cytotoxicity, usual class: inhibitors; 0.16% of 390,000 active; AID 504648; also: potency is read from the fitted curve at half-maximal effect; % is scaled to controls: 0 for no effect and ±100 for the full control effect
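Cytotoxicity counterscreen: CellTiter-Fluor fluorescence was measured in A549 ARE_Fluc cells after 18-24 h of compound exposure in a concentration series. The subsequent BugLite luminescent read reports ARE-luciferase activity.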
Nrf2 block: blocks Nrf2 signaling; Potency, µM (titrated, usually from 46 µM), inactives show top-dose activity change, negative = inhibition, hits mostly inhibitors; AID 504444; 2.1% of 360,000 active; A549 ARE-Fluc reporter, luciferase luminescence, 18-24 h; also: potency is read from the fitted curve at half-maximal effect; % is scaled to controls: 0 for no effect and ±100 for the full control effect; nearly all actives have a fitted effect of over 60% in size
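In this cell-based qHTS, ARE-driven firefly luciferase in A549 cells reports Nrf2 activity; the luminescent signal after BugLite lysis is the measured value, with a prior CellTiter-Fluor read for cell health.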
pAkt inh: blocks phosphorylation of Akt; Neuro2A IGF-stimulated pAkt S473 HTRF, 20 min; stronger effect = lower value; activity change, % for hits at 50 µM; 0.32% of 360,000 active; in the data active = activity change below about -80%; inconclusive = mostly about -51% to -80%; also: % is scaled to controls: 0 for no effect and ±100 for the full control effect
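Single-point screen (50 µM final compound) in Neuro2A cells stimulated 20 min with 6 nM IGF at 37 deg C. After lysis, Ser473-phosphorylated Akt read by HTRF (ex 330 nm, em 615/665 nm) as the 665/615 ratio.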
ATXN viability: viability counter-screen for ATXN expression inhibitors | S2 cells (HEK-293 line with an ATXN2-luciferase reporter) viability, CellTiter-Fluor protease fluorescence, 24 h | Potency, µM (top dose mostly 56.7 µM), most hits filed as cytotoxic | 0.49% of 400,000 active; also: potency is read from the fitted curve at half-maximal effect; nearly all actives have a fitted effect of over 40% in size
CCT modulator: cytosolic chaperonin activity modulation | purified chaperonin ATPase assay, HTRF ADP detection, 30 min | activity change, % (concentration not given with the values), hits read low | 0.3% of 360,000 active | AID 651819; in the data active = activity change below about -30%; also: % is scaled to controls: 0 for no effect and ±100 for the full control effect
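TRiC at 40 or 20 nM final (batch-dependent) in 30 mM Tris pH 7.4, 100 mM KCl, 5 mM MgCl2, 1 mM DTT, with compound at single 76 uM and 10 uM ATP, 30 min at 37 deg C. ADP detected by HTRF Transcreener, 665/615 ratio.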
TGFb inhibitor: TGF-b pathway inhibition | HepG2 CAGA-GFP TGF-b/SMAD3 reporter, GFP fluorescence, 18 h; TGF-beta stimulated, 500 pg/mL final | Potency, µM (series often up to 46.1 µM), inactives show at the top dose activity, negative = inhibition, most hits filed as inhibitors | 1.2% of 410,000 active | AID 588855; also: potency is read from the fitted curve at half-maximal effect; % is scaled to controls: 0 for no effect and ±100 for the full control effect; nearly all actives have a fitted effect of over 65% in size
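Inhibition was scored as loss of TGF-beta-induced (500 pg/mL final, 18 hours, 37 degrees C) GFP in HEPG2 cells carrying a CAGA-GFP reporter, in DMEM with 1% FBS. Well GFP was summed per cell; Activity was normalised to unstimulated and stimulated DMSO wells, then concentration-response fitting.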
* marks the source's active call; other numbers are inactive results; i = inactive; ? = inconclusive; . = no result given; [ ] = dose if it differs, or a comment. Unless noted, calls follow the shape of the dose curve; as a rule, active = well fitted curve in the direction sought with a large enough effect; inconclusive = small, poorly fitted or top-dose-only effect, or another doubt; inactive = no such curve, though single readings can be large; an effect the other way counts as inactive or inconclusive.

Each structure is followed by: HepG2 tox	Nrf2 activator	Mm-Cpn inhibitor	A549 viability	Nrf2 block	pAkt inh	ATXN viability	CCT modulator	TGFb inhibitor
O=C(NCCC1=CCCCC1)C(=O)c1c[nH]c2ccccc12
→ 8%	2.7%	-4%	0%	26%	i	?	-4.1	-6%
O=c1oc2ccccc2cc1-c1csc(NN=C2CCCC2)n1
→ -19%	3.5%	-6%	?	-26%	i	?	-1.0	-29%
CN(C)c1ccc(CC(=O)N2CCCCC2c2cc(C(=O)Nc3cccc(C#N)c3)no2)cc1 (centres undefined)
→ -33%	5.8%	.	.	.	i	i	-4.6	-12%
COCCCNC(=S)NNC(=O)c1cc(C2CC2)nc2ccccc12
→ 36%	0.2%	0%	22%	11%	i	i	-1.6	-3%
Cc1cc(C)c(S(=O)(=O)N2CCN(C(=O)c3c(C)noc3C)CC2)c(C)c1
→ 2%	-2.0%	1%	1%	-10%	i	i	-0.3	2%
O=C(O)c1ccc(-c2nnc(-c3cccc(Br)c3)o2)cc1
→ -9%	4.4%	1%	-7%	?	i	i	-3.1	-2%
COc1ccccc1C(=O)NCCC(=O)Nc1ccc(S(=O)(=O)N2CC(C)CC(C)C2)cc1 (centres undefined)
→ 0%	-0.7%	3%	-6%	13µM*	i	i	0.1	?
Cn1c(N)c(C(=O)COC(=O)CNS(=O)(=O)c2cccc(Cl)c2)c(=O)n(C)c1=O
→ 7%	0.2%	-2%	0%	-5%	i	i	2.9	?
CC(C)OCCCN(CC(O)c1ccccc1)CC(O)c1ccccc1 (centres undefined)
→ 3%	-0.7%	0%	1%	-8%	i	i	1.2	-2%
Cc1c(CC(=O)N[C@@H](C)C(=O)O)c(=O)oc2cc3c(cc12)CCC(C)(C)O3
→ -7%	-0.1%	-3%	6%	15%	i	i	-0.7	-5%
CCCn1nc(Oc2nc(NC(C)C)nc(N(C)C)n2)ccc1=O
→ 5%	-0.1%	3%	-4%	?	i	i	-0.8	16%
COc1ccc(CN2CCCCCC2)cc1
→ 21%	-0.6%	2%	2%	2%	i	i	-3.8	13%
COc1ccc(-n2c(Cc3cc(=O)[nH]c(=O)[nH]3)nnc2SCC(=O)Nc2ccccc2)cc1
→ -18%	-0.2%	1%	15%	4%	i	i	0.7	-5%
Cc1cc(C(=O)N/N=C/c2ccc(-c3cccc(Cl)c3Cl)o2)n[nH]1
→ 6%	0.1%	-6%	1%	-5%	i	i	-3.6	-2%
Cc1cc2n(n1)C(c1ccc3c(c1)OCO3)Nc1c(C)cccc1-2 (centres undefined)
→ -1%	0.2%	0%	-15%	-12%	.	.	0.7	-2%
CN1OC[C@@H]2CN(Cc3ccc(Cl)cc3)[C@H](c3cccc(Br)c3)C[C@@H]21
→ -48%	5.0%	.	6%	-15%	i	?	-1.1	?
Cc1cc(C(=O)COC(=O)C23CC4CC(CC(O)(C4)C2)C3)c(C)n1-c1c(C)n(C)n(-c2ccccc2)c1=O
→ -5%	0.3%	-5%	1%	-2%	i	i	3.0	-1%
O=C(Cc1ccccc1)NCCCNC(=O)Cc1ccccc1
→ 2%	0.1%	.	-1%	7%	i	?	1.1	0%
COc1ccc2c(c1)CCc1c(C(=O)NCc3ccco3)noc1-2
→ -1%	3.0%	-1%	-17%	15%	i	i	-1.7	1%
O=C(NCCc1c[nH]c2ccccc12)C(=O)NCC(c1ccco1)N1CCN(c2ccc(F)cc2)CC1 (centres undefined)
→ -11%	0.1%	2%	1%	-19%	i	i	-1.2	1%
COc1cccc(C(=O)NCC2(c3ccc(OC)c(OC)c3)CCCC2)c1
→ 1%	0.0%	1%	1%	2%	i	i	-0.3	0%
COCCN1Cc2cc3cc(C)ccc3nc2SC1=Nc1cccc(OC)c1
→ -43%	0.0%	-3%	2%	-6%	i	i	-3.3	?
CCOc1cc(C)c(S(=O)(=O)NC2CCCCC2)cc1C
→ -23%	6.8%	-1%	12%	.	i	i	-5.0	?
Nc1nc(Sc2ccc(C(F)(F)F)cc2[N+](=O)[O-])n[nH]1
→ -8%	-0.4%	1%	5%	-1%	i	i	-1.6	-2%
O=C1NC(=Nc2ccccc2Cl)SC1(CO)CO
→ -19%	0.7%	-1%	-3%	-11%	i	i	1.1	-12%
O=C(NN1C(=O)c2ccccc2NC1c1ccccc1OCc1ccccc1)c1ccncc1 (centres undefined)
→ 4%	-0.9%	0%	0%	.	i	i	-0.9	5%
CCCNC(=O)C1CCN(S(=O)(=O)c2cccc3nonc23)CC1
→ -8%	0.2%	2%	2%	-6%	i	i	0.2	0%
Cc1[nH]c(=O)[nH]c(=O)c1C=CC(=O)NC(CO)CS(=O)Cc1ccccc1 (centres undefined)
→ 3%	-0.1%	.	.	.	i	i	-0.2	15%
Cc1cc(C)c2cc(CN(CCN3CCCC3)C(=O)Nc3ccc(F)cc3)c(=O)[nH]c2c1
→ -37%	9.0%	-1%	-7%	4%	i	i	-1.7	?
CCc1nc(SCC(=O)O)c(C#N)c2c1CCCC2
→ 0%	-0.3%	-5%	-1%	-22%	i	i	-0.6	0%
CCOCCCNC(=O)C(c1ccc(OC)cc1)N(Cc1cccs1)C(=O)c1ccc(NC(C)=O)cc1 (centres undefined)
→ 6%	0.4%	.	-4%	-1%[9.27 µM]	.	?	.	8%
CCCCCCOC(=O)c1ccc(N)cc1
→ -14%	0.6%	0%	1%	4%	i	i	-1.7	-20%
COc1ccc(N2CCC(CNC(=S)Nc3c(C)cc(C)cc3C)C2)cc1 (centres undefined)
→ -13%	9.0%	-2%	18%	-5%	i	?	0.5	?
O=C(CCc1nc2ccccc2[nH]1)N1CCc2ccccc2C1
→ -13%	0.7%	-2%	3%	-23%	i	i	0.0	-1%
COC(=O)CCC(=O)COc1ccccc1C#N
→ -1%	-0.3%	0%	0%	.	.	i	4.0	?
Cc1c(C(=O)Nc2cccc(F)c2)oc2c1-c1nn(Cc3c(F)cccc3Cl)cc1CC2
→ -3%	4.1%	.	5%	?	.	.	.	0%
CCOc1ccc(-c2cc(N)n(S(=O)(=O)c3ccc(OC)cc3)n2)cc1
→ 14%	5.0%	-1%	-5%	16%	i	i	0.0	-23%
Cc1ccc([C@H]2C[C@@H](n3cc(-c4ccc(F)cc4)nn3)[C@H](O)CN2CC2CCCCC2)cc1
→ -14%	-0.5%	.	.	.	i	i	-2.5	-1%
COc1cc2c(cc1NS(=O)(=O)N1CCCC1)oc1ccccc12
→ -17%	-0.2%	0%	12%	-22%	i	i	1.7	9%
Cc1cccc(C(=O)OCC(=O)NCCCc2ccccc2)c1
→ -9%	0.8%	1%	11%	2%	i	i	-1.7	15%
CCOC(=O)n1c(=O)n(Cc2ccccc2)c2ccccc21
→ -23%	-0.8%	-1%	-4%	-25%	i	i	-1.7	-7%
COc1ccccc1-c1noc2c1C(=O)N(Cc1cn(-c3ccccc3)nn1)CC2
→ -55%	-0.2%	.	.	.	i	i	1.1	-6%
O=C(Nc1ccc(F)cc1)C1CCN(c2ncnc3c2nc2n3CCCCC2)CC1
→ -32%	-0.3%	0%	-2%	-7%	.	i	0.6	?
Cc1ccccc1OCC(O)Cn1c(=N)n(CCN2CCCCC2)c2ccccc21 (centres undefined)
→ 16µM*	12%	.	?	-8%	.	.	.	.
COc1ccccc1OCCCCNC(C)(C)C
→ -5%	-0.5%	2%	6%	2%	i	i	-3.3	0%
CCN1CCN(C(=O)CCS(=O)(=O)c2cc3c(cc2Cl)NC(=O)CO3)CC1
→ -9%	0.1%	2%	2%	8%	i	i	-3.1	4%
CC/C(=C/c1sc2ccccc2[n+]1CC)SC
→ 10%	3.9%	0%	6%	11%	i	i	-2.0	-3%
COc1cccc(/C=C2\SC(=S)N(NC(=O)c3ccncc3)C2=O)c1
→ -32%	5.4%	-1%	-13%	1%	i	i	-2.6	21%
COc1ccc(NC(=O)Nc2cc(F)ccc2C)cc1
→ -3%	-0.4%	-3%	-9%	21µM*	i	i	0.6	-21%
COc1ccc(S(=O)(=O)Nc2ccc3c(c2)CCC3)cc1
→ -31%	3.5%	3%	4%	-18%	i	i	-0.3	11µM*
COc1ccccc1NC(=O)Cn1c(=O)n(Cc2ccc3c(c2)OCO3)c(=O)c2oc3ccccc3c21
→ 0%	3.8%	.	1%	17%	.	.	.	4%
O=C1C=C(NCc2ccco2)C2(CCCCC2)O1
→ -1%	-0.1%	0%	-5%	-6%	i	i	-4.9	4%
CC(C)(C)[C@H]1C=C(C(=O)Nc2ccccc2)O[C@@H](OCCCCO)C1
→ -10%	0.8%	.	-8%	?	i	i	-1.9	-2%

4 compounds picked at random from those above, as already listed:
Each structure is followed by: HepG2 tox	Nrf2 activator	Mm-Cpn inhibitor	A549 viability	Nrf2 block	pAkt inh	ATXN viability	CCT modulator	TGFb inhibitor
CCOC(=O)n1c(=O)n(Cc2ccccc2)c2ccccc21
→ -23%	-0.8%	-1%	-4%	-25%	i	i	-1.7	-7%
COc1ccc(NC(=O)Nc2cc(F)ccc2C)cc1
→ -3%	-0.4%	-3%	-9%	21µM*	i	i	0.6	-21%
CC(C)(C)[C@H]1C=C(C(=O)Nc2ccccc2)O[C@@H](OCCCCO)C1
→ -10%	0.8%	.	-8%	?	i	i	-1.9	-2%
COc1ccccc1-c1noc2c1C(=O)N(Cc1cn(-c3ccccc3)nn1)CC2
→ -55%	-0.2%	.	.	.	i	i	1.1	-6%
